E coli WT exp: blocks growth of wild type E. coli BW25113. growth inhibition, % at 100 µM. OD600 absorbance. actives 0.15% (n = 98,000). AID 710;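 active means growth inhibition above about 50% at one test dose, limit read from the data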;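 further: growth measured after 20 h incubation at 37 °C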
LYP inh 2: LYP (human) phosphatase inhibition; Q9Y2R2; actives 0.21% (n = 96,000); inhibition, % at 2 µM; recombinant LYP catalytic domain, DiFMUP fluorescence;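 active means inhibition at 2 µM at or above a set limit, the screen mean plus 3 SD, cut at about 24% in these data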;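 further: 0% = DMSO with enzyme and 100% = enzyme fully blocked by orthovanadate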
PostGolgi ctrl: yeast control strain growth, post-Golgi counter-screen. efflux-deficient yeast background strain, growth absorbance A615, 16 h. inhibition, % at 10 µM. actives 5% (n = 98,000). AID 738
PostGolgi yeast: growth inhibition of a yeast mutant, post-Golgi transport screen. post-Golgi transport phenotypic cell assay. inhibition, % at 10 µM. AID 739. actives 0.9% (n = 98,000);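 further: yeast cells grown in 1536-well plates; yeast grown about 18 h at 30C before absorbance read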
Pyk2 oligo antag: blocks oligomerization of human Pyk2 in cells; actives 0.83% (n = 99,000); z-score (the deposit names both 25 µM and 10 µM); Q14289; Q293 cells, Pyk2 FERM NanoBiT luminescence; hits give low values; AID 1347419;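 active means Z-score of -3 or lower, scaled per plate to the spread of control and sample wells; inactive means z-score above -3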;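 further: negative z-score means lost luminescence so less FERM oligomerization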
CYP2C9 inhib: blocks human cytochrome P450 2C9; P11712; CYP2C9 Supersomes, luciferin-H conversion, luminescence; inhibition, % at 5 µM; actives 20% (n = 96,000); AID 777;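 active means blocking of liver enzyme CYP2C9 beyond about 50% at 5 µM, limit read from the data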; further: values of inactives mirror those of a sister screen read the other way
Target sequence (P11712 whole entry, looked up): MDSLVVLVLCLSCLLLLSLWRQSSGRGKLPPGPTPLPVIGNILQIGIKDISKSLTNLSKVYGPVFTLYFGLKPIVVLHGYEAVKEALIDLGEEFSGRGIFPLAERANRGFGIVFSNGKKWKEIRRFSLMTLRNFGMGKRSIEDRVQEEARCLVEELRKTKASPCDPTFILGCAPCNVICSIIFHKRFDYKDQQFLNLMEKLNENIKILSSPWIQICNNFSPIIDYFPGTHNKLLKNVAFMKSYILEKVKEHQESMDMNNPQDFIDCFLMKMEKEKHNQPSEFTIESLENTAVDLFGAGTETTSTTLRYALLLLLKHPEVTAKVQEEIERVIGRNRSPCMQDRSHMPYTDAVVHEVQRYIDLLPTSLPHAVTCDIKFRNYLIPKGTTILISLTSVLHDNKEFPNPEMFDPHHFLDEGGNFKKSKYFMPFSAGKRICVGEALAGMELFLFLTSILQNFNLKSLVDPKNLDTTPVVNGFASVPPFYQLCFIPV
hDAT+cocaine: modulates human dopamine transporter uptake under cocaine; LLC-PK1 hDAT cells, [14C]-dopamine uptake with cocaine IC80; actives deviate in either direction; B-score at 10 µM; actives 1.3% (n = 110,000);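 active means Z score or B-score, a plate-position-corrected score, falls beyond the plate's 99.7% confidence bounds, in either direction; inactive means both scores lie inside the 99.7% bounds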;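 further: scored against the spread of the other compound wells on the same plate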
Target sequence (Q01959 whole entry, looked up): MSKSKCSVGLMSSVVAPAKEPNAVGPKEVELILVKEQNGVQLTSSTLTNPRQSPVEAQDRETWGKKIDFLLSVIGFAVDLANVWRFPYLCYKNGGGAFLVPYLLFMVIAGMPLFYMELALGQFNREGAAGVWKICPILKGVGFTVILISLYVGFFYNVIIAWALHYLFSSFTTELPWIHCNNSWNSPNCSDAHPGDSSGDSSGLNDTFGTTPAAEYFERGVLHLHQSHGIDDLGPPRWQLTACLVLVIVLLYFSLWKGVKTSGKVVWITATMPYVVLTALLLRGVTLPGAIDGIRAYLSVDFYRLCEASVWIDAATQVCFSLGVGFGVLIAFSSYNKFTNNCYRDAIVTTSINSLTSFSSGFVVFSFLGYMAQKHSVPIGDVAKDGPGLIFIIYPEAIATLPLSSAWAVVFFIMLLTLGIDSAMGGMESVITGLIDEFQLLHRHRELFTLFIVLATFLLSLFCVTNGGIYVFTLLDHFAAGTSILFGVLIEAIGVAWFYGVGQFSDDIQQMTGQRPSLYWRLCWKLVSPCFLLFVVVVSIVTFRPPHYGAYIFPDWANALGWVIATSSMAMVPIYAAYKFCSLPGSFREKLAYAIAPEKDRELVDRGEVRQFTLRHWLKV
CYP2C9 act: activators of human CYP2C9 | activation factor at 5 µM | recombinant CYP2C9, luciferin-H conversion, luminescence; hits give high values; factor 1 = untreated enzyme, 0 = blocked | actives 1.4% (n = 96,000) | P11712;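 active means activation factor of 2 or more for CYP2C9 at a 5 µM dose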;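 further: 0 = sulfaphenazole-blocked wells and 1 = vehicle-only wells; values of inactives mirror those of a sister screen read the other way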
PTPN22 act: activators of human LYP (PTPN22) phosphatase. Q9Y2R2. recombinant LYP, DiFMUP fluorescence; 0 = plate median, 100 = signal doubled. activation, % at 2 µM. actives 0.11% (n = 96,000). AID 697;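 active means activation at 2 µM above a set limit, the mean plus 5 SD, cut at about 37% in these data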
* = called active by the depositor; x = no result given. Unless noted, no stated cut-off is given here; in the data, active means inhibition above about 30%; inactive means the rest.

Molecule,E coli WT exp,LYP inh 2,PostGolgi ctrl,PostGolgi yeast,Pyk2 oligo antag,CYP2C9 inhib,hDAT+cocaine,CYP2C9 act,PTPN22 act
Cc1ccc(N(Cc2ccc(C(=O)Nc3ccccc3C(=O)NCc3ccco3)cc2)S(C)(=O)=O)cc1C,-14.0,8.3,2.3,2.0,-3.96*,72.0*,1.74,0.3,-9.2
CCn1c(SCC(=O)Nc2ccc(NC(=O)c3cccs3)cc2)nnc1-c1cccnc1,-11.0,-1.6,0.8,3.0,-0.58,9.7,-0.427,0.9,-0.9
CCCN1C(=O)c2ccccc2NC1c1ccc(OC)cc1OC (centres undefined),7.0,-5.2,7.1,1.6,-0.36,52.7*,-0.0413,0.5,4.4
O=C(CCC(=O)N1CCN(S(=O)(=O)c2ccccc2)CC1)c1cccs1,2.0,15.0,-3.1,7.7,1.84,32.4,0.337,0.7,-18.8
Cn1c(=O)c2c(nc(SCc3cccnc3)n2Cc2ccc(F)cc2)n(C)c1=O,1.0,-7.1,9.7,-0.3,-1.57,40.9,1.45,0.6,5.9
O=C(CSc1n[nH]c(-c2ccccc2)n1)c1ccc(O)c(O)c1,-1.0,x,0.5,19.0,-0.67,55.7*,0.494,0.4,x
CN(C)CCCN(C(=O)c1cccs1)c1nc(-c2ccccc2)cs1,7.0,-2.8,2.3,-0.3,0.48,73.6*,1.45,0.3,1.6
Cc1ncsc1C(=O)N1N=C2/C(=C/c3ccccc3)CCCC2C1c1ccccc1 (centres undefined),-8.0,20.2,25.8,-1.4,-2.24,51.7*,x,0.5,-18.5
N#Cc1c2c(c(NCCN3CCOCC3)n3c1nc1ccccc13)CCCC2,-6.0,0.9,0.3,9.1,0.07,86.0*,-1,0.1,-1.3
COc1cc(C)nc(N2CCCC(C(=O)Nc3cccc(Cl)c3C)C2)n1 (centres undefined),-1.0,x,23.1,-7.4,-0.24,40.0,0.0792,0.6,x

Pyk2 oligo antag: hit marks shown above.
canonical_smiles	LYP inh 2	Pyk2 oligo antag	CYP2C9 inhib	hDAT+cocaine	CYP2C9 act	PTPN22 act
Cc1ccc(N(Cc2ccc(C(=O)Nc3ccccc3C(=O)NCc3ccco3)cc2)S(C)(=O)=O)cc1C	8.3	-3.96*	72.0*	1.74	0.3	-9.2

A different layout for part of the listing above.
Below each SMILES – E coli WT exp, LYP inh 2, PostGolgi ctrl, PostGolgi yeast, Pyk2 oligo antag, CYP2C9 inhib, hDAT+cocaine, CYP2C9 act, PTPN22 act
Cc1ccc(N(Cc2ccc(C(=O)Nc3ccccc3C(=O)NCc3ccco3)cc2)S(C)(=O)=O)cc1C
→ -14.0, 8.3, 2.3, 2.0, -3.96*, 72.0*, 1.74, 0.3, -9.2
N#Cc1c2c(c(NCCN3CCOCC3)n3c1nc1ccccc13)CCCC2
→ -6.0, 0.9, 0.3, 9.1, 0.07, 86.0*, -1, 0.1, -1.3

(list continues)
Molecule,E coli WT exp,LYP inh 2,PostGolgi ctrl,PostGolgi yeast,Pyk2 oligo antag,CYP2C9 inhib,hDAT+cocaine,CYP2C9 act,PTPN22 act
Cn1c(Cn2c(=O)sc3ccccc32)nnc1SCC(=O)NCc1ccccc1,-1.0,x,-7.5,-0.8,x,x,0.961,x,x
COc1cccc(/C=N/NC(=O)C(=O)N2CCCC2)c1O,15.0,-3.1,5.4,-3.6,-0.04,-1.9,-0.841,1,6.2
CCOC(=O)C1=C(Nc2cccc(Cl)c2)OCC1=O,-1.0,-11.2,-5.7,-9.7,0.92,8.8,-0.232,0.9,11.1
COc1ccc(/C=C/C(=O)NC(=S)NNC(=O)c2cccnc2)cc1OC,-7.0,18.0,8.9,-3.9,0.95,14.5,-1.15,0.9,-15.5
Cc1ccc(C(=O)Nn2c(N)c(S(=O)(=O)c3ccc(C)cc3)c3nc4ccccc4nc32)cc1,-9.0,11.4,-1.4,-3.5,-0.27,12.3,0.186,0.9,-11.1
CCc1ccc(OC(=O)c2ccn(CC)n2)cc1,15.0,0.1,2.6,-4.2,-0.37,4.8,-0.00398,1,0.5
CN1/C(=C\C(=O)COC(=O)CN2C(=O)C3CC=CCC3C2=O)C(C)(C)c2ccccc21 (centres undefined),2.0,-12.6,21.1,2.3,0.55,17.3,0.746,0.8,9.1
Cn1nc(C(F)(F)F)c(C(=O)Nc2ccc(F)cc2F)c1Sc1ccc(Cl)cc1,-4.0,x,-5.0,13.8,-0.5,24.3,-0.287,0.8,x
COC(=O)CC1Oc2ccccc2N(Cc2ccccc2)C1=O (centres undefined),4.0,x,1.9,21.6,x,54.7*,-0.16,0.5,x
Nc1ccc(C(=O)n2c3ccccc3c3ccccc32)cc1,x,-0.4,x,x,-1.49,x,0.392,x,1.0
Cc1ccc(S(=O)(=O)N2CCN(C(=O)c3ccccc3)CC2)cc1,0.0,-11.1,3.6,-2.5,0.17,11.9,0.499,0.9,13.5
CC1(C)CC2CC(C)(CN2C(=O)C23CCC(C)(C(=O)O2)C3(C)C)C1 (centres undefined),4.0,-5.1,13.1,10.6,-1.44,17.9,0.476,0.8,1.7
CCOC(=O)C1=C(C)NC(C)=C(C(=O)OCC)C1c1ccc(OC)cc1,5.0,-2.6,29.5,-3.1,-2.41,88.4*,1.59,0.1,-0.8
Cc1cccc(C)c1NC(=O)N1CCC(n2c(=O)[nH]c3ccccc32)CC1,-1.0,2.0,33.1*,-7.5,x,3.3,0.847,1,-2.6
CC(OC(=O)c1cc2sccc2n1C)C(=O)NCC1CCCO1 (centres undefined),-3.0,-7.7,4.3,-1.7,0.4,42.3,-0.849,0.6,8.1
Cc1nn(C)c(C)c1CNC(=O)c1cc2n(n1)C(C(F)(F)F)CC(c1cccs1)N2 (centres undefined),-2.0,0.1,-4.3,-3.2,0.44,-20.0,1.28,1.2,-0.5
Clc1ccccc1OCc1nnc(-c2ccccc2Br)o1,-2.0,11.4,14.3,7.6,-1.18,-110.4,1.34,2.1*,-13.5
COC(=O)C1CCN(S(=O)(=O)Cc2ccccc2)CC1,0.0,2.7,-4.7,0.7,0.19,-12.6,1.15,1.1,-1.6
Oc1ccc2ccccc2c1C=Nc1cc(C(F)(F)F)ccc1N1CCCC1,-13.0,-11.2,5.2,-2.9,-0.15,30.5,-0.202,0.7,16.4
COc1ccc(-c2c3c(=O)n(C)c(=O)n(C)c3cn2-c2ccccc2)cc1,-8.0,8.5,25.4,4.4,0.28,4.3,0.491,1,-8.0
C/C(N)=C(/C#N)C(=O)CSc1ccc2c(c1)OCCO2,1.0,7.7,2.1,-3.7,-0.69,18.9,-0.179,0.8,-8.4
Nc1nc(-c2c[nH]c3ccccc23)cs1,12.0,-7.8,21.1,19.2,-0.55,30.8,-0.0819,0.7,4.6
N#Cc1ccccc1/C=N/Nc1nc(-c2ccccc2)c2cc(Br)ccc2n1,-9.0,-1.4,10.2,4.7,-0.59,13.0,1.99,0.9,3.6
O=C(O)c1cccc(S(=O)(=O)N2CCCC2)c1,-7.0,-1.8,-1.8,-3.0,-0.62,21.2,0.527,0.8,-0.5
CC(=O)Nc1ccc(C(=O)NC2CCCC2)cc1,4.0,-0.1,4.6,-3.1,-0.28,-14.5,-0.3,1.1,-0.7
CCOc1ccccc1-n1c(SCC(=O)Nc2ccc(CC)cc2)nc2n[nH]c(C)c2c1=N,-11.0,2.6,1.5,-7.2,x,14.3,0.211,0.9,-5.0
O=C(CN1CCOCC1)OCCCc1ccccc1,0.0,-2.6,12.0,-4.2,-1.1,-14.1,-0.0702,1.1,0.1
COc1cc(Cl)cc(C2NC(=O)NC(C)=C2C(=O)NCc2ccccc2)c1O (centres undefined),-4.0,0.9,26.5,-2.5,0.59,-7.8,-0.418,1.1,-2.1
COc1ccc(-c2nc(N)n(C(C)=O)n2)cc1,4.0,3.4,5.0,5.2,-0.17,4.4,-0.194,1,-2.1
CCOC(=O)C1=C(CC)NC2=C(C(=O)CCC2)C1c1ccc(OC)c(OC)c1 (centres undefined),2.0,9.8,6.7,2.9,-1.91,1.5,0.126,1,-7.1
CC(C)(C)C1CCc2onc(C(=O)NC3CCCC3)c2C1 (centres undefined),13.0,-6.4,10.3,3.4,-0.15,10.8,-0.479,0.9,3.6
CC1CCc2c(sc(NS(=O)(=O)c3ccccc3)c2C(=O)OC(C)C)C1 (centres undefined),x,4.5,x,x,0.6,x,-0.0136,x,-4.9
OC(CN1CCN(c2cccc(C(F)(F)F)c2)CC1)c1c[nH]c2ccccc12 (centres undefined),-2.0,4.5,20.3,1.1,1.43,-53.8,0.405,1.5,-5.9
Cc1ccc(Nc2ncccc2C(=O)NCc2cccs2)c(C)c1,-22.0,2.9,44.1*,-2.0,-1.44,28.6,x,0.7,-0.2
O=C(NCCN1CCOCC1)C1CC(=O)N(c2ccc(F)c(Cl)c2)C1 (centres undefined),1.0,-4.8,-5.4,1.1,0.77,-14.9,1.35,1.1,1.3
O=S(=O)(CCc1nc2ccccc2o1)c1ccc2ccccc2c1,5.0,-5.6,22.5,-0.3,1.53,-169.4,0.0622,2.7*,6.6
Cc1ccc(S(=O)(=O)N2CCC(C(=O)N[C@@H](C)C(=O)NCc3ccccc3)CC2)cc1,-2.0,x,14.5,10.2,-0.32,-9.2,0.0577,1.1,x
COc1ccc(C2=CSC3=NCCN23)cc1F,2.0,-1.0,-3.3,2.5,-0.01,-3.3,-0.0901,1,0.6
CCOc1ccccc1CNc1nc2nc3c(c(=O)n2[nH]1)CCC3,-7.0,-6.5,8.4,-1.8,0.51,43.0,0.669,0.6,1.9
Cc1sc2ncnc(-n3cnc4ccccc43)c2c1C,3.0,3.9,1.0,13.9,-0.14,-3.8,0.351,1,-7.8
CC1=C(C(=O)OC2CCCCCCC2)C(c2ccc(O)cc2)NC(=O)N1 (centres undefined),x,9.4,x,x,0.93,92.2*,0.528,0.1,-11.6
Cc1ccccc1Nc1nc(N)nc(CN2C(=O)NC3(CCCCC3C)C2=O)n1 (centres undefined),-9.0,x,-6.1,-9.8,1.29,-7.9,-7.56*,1.1,x
CC(=O)Nc1ccc(S(=O)(=O)N2CCC(N(C)CCC(C)C)CC2)cc1,-1.0,3.3,10.8,6.9,-0.6,19.4,1.45,0.8,-4.8
N#Cc1cc2c(nc1SCC(O)CS(=O)(=O)Cc1ccccc1)CCCC2 (centres undefined),-7.0,-8.2,4.6,2.5,-0.41,58.4*,-0.307,0.4,7.6
CCOC(=O)CNC(=O)CNC(=O)Cn1ccc2ccccc2c1=O,-7.0,-2.0,2.0,-17.1,0.56,-6.8,0.363,1.1,2.6
Cn1c(-c2ccco2)nc2cc3ccccc3cc21,-2.0,-3.0,23.2,6.8,0.1,26.1,1.13,0.7,3.0
COC(=O)c1sc(NC(=O)c2csc3c2CCCC3)nc1C,-9.0,-4.5,4.5,23.4,-2.83,-7.3,-1.12,1.1,4.6
CCOc1ccccc1NC1c2ccccc2C(=O)N1Cc1ccco1 (centres undefined),-7.0,-3.3,25.5,-5.5,x,19.0,-0.905,0.8,1.8
O=C(Cc1ccc(Cl)cc1)Nc1nc2ccccc2[nH]1,-3.0,6.5,3.7,-5.0,-0.21,-17.8,-0.184,1.2,-4.8
O=C(Nc1ccc(N2CCN(c3ccc(O)cc3)CC2)cc1)Oc1ccccc1,4.0,4.6,10.0,-2.7,-1.41,-20.3,-0.0803,1.2,-7.3

Other entries.
Molecule,E coli WT exp,LYP inh 2,PostGolgi ctrl,PostGolgi yeast,Pyk2 oligo antag,CYP2C9 inhib,hDAT+cocaine,CYP2C9 act,PTPN22 act
CC(C)n1c(Sc2nccn2C)nc2c1c(=O)n(C)c(=O)n2C,1.0,-9.7,18.6,8.7,2.3,34.7,-0.843,0.7,8.4
C=CCN(CC(=O)NCc1ccc(OC)cc1)C(=O)c1csnn1,3.0,-5.8,5.1,23.7,0.65,-11.3,-0.264,1.1,2.6
CCc1[nH]nc2c1C1(CCOC1C)C(C#N)=C(N)O2 (centres undefined),5.0,0.2,3.4,-2.4,-0.01,11.4,-0.497,0.9,-2.3
CCOC(=O)C1CCCN(Cc2cccs2)C1 (centres undefined),3.0,-4.4,15.0,-1.6,-0.45,4.0,0.0284,1,4.8
Clc1ccc(NC2=NCCC2)cc1Cl,1.0,4.9,4.5,1.0,-0.14,0.5,0.96,1,-5.0

Bioassay records: PubChem BioAssay, several laboratories
